# MEP2 TOR yeast = modulators of TOR pathway MEP2-GFP in S. cerevisiae; S. cerevisiae MEP2-GFP strain, flow cytometry GFP, 3 h; 100% = DMSO control level; GFP response vs DMSO, % at 10 µM; 0.51% of 330,000 active; AID 2016;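 active = GFP response versus DMSO above a set limit, roughly screen mean plus 3 SD, cut at about 180% in these data; inconclusive = fewer than 70 cells counted for a yeast strain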;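 note: median GFP fluorescence of the barcode-gated MEP2-GFP cells per well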
# AHR activator = human AHR activation; P35869; AHR-responsive luciferase reporter cells, luminescence; activation, % at 5 µM; 2.5% of 320,000 active; AID 2796; in the data active = activation above about 47%;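 note: 0% = vehicle wells and 100% = reference agonist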
# Target sequence (P35869 whole entry, looked up): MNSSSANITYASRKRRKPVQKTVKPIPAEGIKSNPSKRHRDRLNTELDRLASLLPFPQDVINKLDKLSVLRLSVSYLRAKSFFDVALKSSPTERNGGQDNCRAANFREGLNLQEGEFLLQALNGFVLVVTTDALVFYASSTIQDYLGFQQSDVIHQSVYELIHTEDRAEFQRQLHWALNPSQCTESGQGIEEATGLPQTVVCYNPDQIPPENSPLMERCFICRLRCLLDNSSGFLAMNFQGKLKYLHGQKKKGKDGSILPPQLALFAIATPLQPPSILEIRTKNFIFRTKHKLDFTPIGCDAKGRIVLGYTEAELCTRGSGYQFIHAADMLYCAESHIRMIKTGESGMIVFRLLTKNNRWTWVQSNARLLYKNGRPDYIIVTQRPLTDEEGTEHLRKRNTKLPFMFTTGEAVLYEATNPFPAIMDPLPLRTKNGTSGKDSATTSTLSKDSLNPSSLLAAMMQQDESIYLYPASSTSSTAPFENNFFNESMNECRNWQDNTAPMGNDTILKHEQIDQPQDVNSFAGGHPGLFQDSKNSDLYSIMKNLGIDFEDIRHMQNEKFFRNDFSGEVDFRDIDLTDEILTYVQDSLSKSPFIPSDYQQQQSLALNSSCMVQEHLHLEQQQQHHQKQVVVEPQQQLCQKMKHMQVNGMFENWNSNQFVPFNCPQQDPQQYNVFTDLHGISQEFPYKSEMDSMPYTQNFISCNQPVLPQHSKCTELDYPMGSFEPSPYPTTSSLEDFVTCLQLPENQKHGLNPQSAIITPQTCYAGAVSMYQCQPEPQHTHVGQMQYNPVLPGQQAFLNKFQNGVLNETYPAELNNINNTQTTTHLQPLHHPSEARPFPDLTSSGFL
# AGP1 TOR yeast = alters AGP1-GFP fluorescence in TOR pathway yeast screen; S. cerevisiae AGP1-GFP multiplex flow cytometry, 3 h; GFP as percent of DMSO wells; GFP response vs DMSO, % at 10 µM; 0.02% of 320,000 active;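 active = GFP response relative to DMSO above a set limit, near screen average plus 3 SD, cut at about 150% in these data; inconclusive = fewer than 70 cells counted for the yeast strain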;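 note: median GFP channel fluorescence of the gated AGP1 strain per well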
# LAP4-GFP MLPCN = yeast TOR pathway LAP4-GFP modulation | S. cerevisiae LAP4-GFP multiplex, flow cytometry GFP, 3 h; median GFP as percent of DMSO wells | GFP response vs DMSO, % at 10 µM | 0.34% of 320,000 active | AID 2023;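 active = GFP response vs DMSO above a set limit, about the screen mean plus 3 SD, cut at about 150% in these data; inconclusive = under 70 cell events counted for the yeast strain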
# procasp3 activ = procaspase-3 (human) activation. 0.11% of 330,000 active. AID 463141. P42574. recombinant procaspase-3 D3A, Ac-DEVD-pNA absorbance 405 nm. activation, % at 8.5 µM;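 active = activation above the mean of all tested compounds plus 3 SD, cut at about 21% in these data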;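 note: 0% = DMSO alone and 100% = DMSO wells spiked with extra 5 µM PC-3 D3A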
#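 Assay system: Procaspase-3 D3A mutant, all three cleavage aspartates alanine. Buffer or medium: Zinc-free HEPES saline buffer with Triton X-100. Times: 1 h compound preincubation, 2 h substrate hydrolysis at 25 °C. Measured by: 405 nm absorbance of p-nitroaniline, reads at 0 and 120 min. Read-out basis: percent activation relative to control range. Replicates: singlicate.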
# RPL19A TOR yeast = modulators of TOR pathway RPL19A-GFP in S. cerevisiae | 0.3% of 330,000 active | S. cerevisiae RPL19A-GFP strain, flow cytometry, 3 h; stronger effect = lower value | percent response vs DMSO, % at 10 µM;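 active = percent response vs DMSO below 50%; inconclusive = fewer than 70 events counted for the yeast strain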;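 note: median channel GFP fluorescence of the barcoded RPL19A-GFP strain; ratio of sample median GFP to plate DMSO average so 100% = DMSO; lower means less RPL19A-GFP as with rapamycin TOR inhibition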
# CIT2 TOR yeast = yeast TOR pathway CIT2-GFP modulation; S. cerevisiae CIT2-GFP strain, flow cytometry, 3 h; 100 means same as DMSO wells; GFP response vs DMSO, % at 10 µM; 0.065% of 320,000 active; AID 2029;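 active = GFP response relative to DMSO above a set limit, near the screen mean plus 3 SD, cut at about 150% in these data; inconclusive = Fewer than 70 cells measured for a yeast strain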;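 note: ratio of well median GFP fluorescence to mean of DMSO wells on the plate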
# procasp7 counter = counter-screen: procaspase-7 (human) activation; P55210; recombinant procaspase-7, Ac-DEVD-pNA absorbance 405 nm; D23A/D198A/D206A triple mutant, cannot self-cleave; scale: DMSO 0, 5 µM enzyme 100; activation, % at 8.5 µM; 0.093% of 330,000 active;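 active = percent activation above the screen-wide mean plus 3 SD, cut at about 25% in these data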
#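 Material: Procaspase-7 triple mutant (PC-7 D3A) | Quantity: 2 µM procaspase-7 mutant as dispensed | Reagent: DEVD-pNA substrate | Times: 1 h preincubation, 2 h reaction | Technique: 405 nm absorbance of p-nitroaniline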
# * = called active by the depositor; ? = inconclusive; / = not tested or not shown; [ ] = remark or other dose.
SMILES,MEP2 TOR yeast,AHR activator,AGP1 TOR yeast,LAP4-GFP MLPCN,procasp3 activ,RPL19A TOR yeast,CIT2 TOR yeast,procasp7 counter
O=C(c1ccc(S(=O)(=O)N2CCOCC2)cc1)N1CCN(c2cccc(Cl)c2)CC1,93,4,99,95,0,97,101,3
COc1cccc(/C=C/C(=O)OCC(=O)NCCNC(=O)COC(=O)/C=C/c2cccc(OC)c2)c1,99,2,99,95,-7,99,99,0
CC(=O)c1ccc(NC(=O)C(C)Sc2nnnn2C)cc1 (configuration not stated),95,1,102,94,-2,99,100,5
CC1CC(C)CN(C(=O)CNC(=O)c2sc3ccccc3c2Cl)C1 (configuration not stated),109,-3,101,103,-5,108,91,-2
CCC(=O)NNc1nc2c(C)c(C)ccc2s1,113,28,114,100,-2,117,112,7
Cc1cccc(C)c1NC(=O)C1NC(=O)CC1c1ccccc1 (configuration not stated),94,0,98,95,-7,98,99,15
Cc1ccc(C(=O)NCCC(=O)N2CCC3(CC2)NCCc2[nH]cnc23)cc1,100,5,97,99,6,94,99,0
Cc1csc2ncc(C(=O)N3CCc4ccccc43)c(=O)n12,111,3,104,111,3,99,115,-5
CCn1nccc1C(=O)Nc1ccc(C)c(C)c1,108,/,96,98,/,104,99,/
Cc1c(C(=O)Nc2c(C)n(C)n(-c3ccccc3)c2=O)oc2c(Cl)cccc12,97,4,94,114,8,103,93,10
CCCC(=O)Nc1cc(C)c(NC(=O)c2ccccn2)cn1,?,0,?,?,4,?,/,4
Cn1c(=O)c2c(nc(CN3CCc4ccccc4C3)n2CC(=O)c2ccccc2)n(C)c1=O,109,15,100,103,-12,103,105,-1
CC1(C)CC(=O)c2sc(NC(=O)CCS(=O)(=O)c3ccccc3)nc2C1,94,4,96,98,-4,100,99,14
Cc1ccc2c(c1)c1ncn(Cc3ccc(F)cc3)c(=O)c1n2C,93,12,96,101,5,94,91,8
COC(=O)CC(=O)N1CCN(c2ccc(Cl)c(Cl)c2)CC1,98,1,84,89,-7,88,/,-6
CN(C(=O)CSc1nnc(COc2ccccc2F)n1N)C1CCCCC1,110,2,108,105,-4,104,106,1
Cc1ccc([C@@H]2CC=C(C(=O)O)[C@H](c3cccc(Cl)c3)N2S(=O)(=O)c2ccc(C)cc2)cc1,87,-4,87,134,-3,98,113,-8
O=C(CCNC(=O)C1CCN(S(=O)(=O)c2ccc(F)cc2)CC1)NCc1ccc(Cl)cc1,99,0,101,100,3,100,99,0
OCCC1CN(Cc2nc(-c3ccccc3)cs2)CCN1CCc1ccccc1 (configuration not stated),107,4,104,100,14,105,108,-2
COC(=O)c1ccc(N2C(=O)CC(SCC(=O)Nc3ccc(OC)cc3)C2=O)cc1 (configuration not stated),100,1,107,104,-19,96,91,-17
CC(=O)N1CCN(c2nnnn2-c2ccccc2)CC1,93,-3,92,90,-3,92,97,12
C[C@]12CCC[C@H](O1)[C@H]([C@@H](O)c1ccccc1)O2,101,0,104,105,6,101,99,5
N#Cc1ccc(Nc2ccccc2)c(N)c1,104,4,96,109,-4,99,104,5
O=C1c2ccccc2C(=O)N1Cc1nc2ccccc2c(=O)n1CCCN1CCOCC1,99,-1,100,96,-7,97,99,16
CNc1oc(-c2ccc(F)cc2)nc1S(=O)(=O)c1ccccc1,107,0,104,100,3,97,99,2
O=C(N[C@H]1CCC(=O)N([C@H](CSc2ccc(Br)cc2)Cc2ccccc2)CC1)OCc1ccccc1,90,1,86,84,1,99,81,1
COC(=O)c1ccnc(/C=N/O)c1,95,0,96,88,0,96,/,2
CCN(C(=O)Cn1c(=O)oc2ccccc21)c1ccc(C)c(C)c1,105,-1,101,96,3,101,99,3
COc1cc(C(=O)NCC(c2ccco2)N2CCCC2)ccc1OCc1ccccc1 (configuration not stated),99,-1,103,102,4,97,100,3
COCCCN(C(=O)Cc1ccc(Cl)c(Cl)c1)c1c(N)n(Cc2ccccc2)c(=O)[nH]c1=O,91,0,94,93,1,95,86,17
OCC#CCSc1nnc(-c2cccc3ccccc23)o1,102,-1,88,107,5,94,87,6
CN(Cc1cccc(F)c1)C(=O)c1cc(=O)[nH]c2ccccc12,111,1,72,95,3,100,75,4
COc1cc(CCC(=O)OCC(=O)NCc2ccc(Cl)cc2)cc(OC)c1OC,119,0,111,114,3,106,123,-1
CCNC(=O)N1CCCC(C(=O)c2ccc(-c3ccccc3)cc2)C1 (configuration not stated),103,/,96,104,/,99,101,/
CC(=O)Nc1cccc(NC(=O)/C=C/c2ccc(S(=O)(=O)N3CCOCC3)cc2)c1,95,9,91,94,0,93,85,-10
O=C(CC1S/C(=N/N=C2CCCCCC2)NC1=O)Nc1ccccc1C(F)(F)F (configuration not stated),182*[may fluoresce violet],0,?,71[may fluoresce violet],8,46*[may fluoresce violet],?,11
CC1(C)Cc2c(sc(N)c2C#N)C(C)(C)N1,90,2,95,93,-9,95,95,2
Nn1c(SCC(=O)NC(=O)Nc2ccc3c(c2)OCCO3)nnc1C1CC1,98,4,103,96,-4,98,103,3
O=S(=O)(Nc1cccc(-c2cn3c(n2)SCC3)c1)c1ccc(F)cc1F,85,11,93,81,-4,99,92,-1
COc1ccccc1-n1c(CNC(=O)c2ccco2)n[nH]c1=S,95,-5,99,91,1,103,104,-8
O=C(O)CCSc1nc2ccc(Br)cc2[nH]1,99,10,102,97,-5,99,93,-9
N#CC(C#N)=NNc1ccc(S(=O)(=O)N2CCCC2)cc1,107,-5,102,108,2,101,106,-6
CCCN(CCC)CC(O)Cn1c2ccccc2c2ccccc21 (configuration not stated),90,4,98,115,1,95,89,4
COC(=O)c1ccc2c(=O)n(-c3ccccc3)c(=S)[nH]c2c1,102,10,103,113,6,103,108,8
COc1ccc(CN(C)C(=O)c2ccc3c(=O)n4c(nc3c2)CCC4)c(OC)c1,95,-3,95,94,7,89,91,10

# Further results follow:
# Values run as follows: MEP2 TOR yeast, AHR activator, AGP1 TOR yeast, LAP4-GFP MLPCN, procasp3 activ, RPL19A TOR yeast, CIT2 TOR yeast, procasp7 counter
COc1cc(OC)c(C(=O)OCC(=O)Nc2ccc(S(=O)(=O)N3CCOCC3)cc2)cc1OC
 : 107, -2, 95, 91, -2, 97, 105, 4
N#CC1(c2ccccc2)CCCN1C(=O)c1ccccc1Cl (configuration not stated)
 : 104, 1, 99, 106, -1, 102, 97, 0
O=c1c(-c2c(O)cc(O)c3c(=O)cc(-c4ccc(O)cc4)oc23)c(-c2ccc(O)cc2)oc2cc(O)cc(O)c12
 : 103, 0, 106, 103, 1, 101, 95, -4
CCOc1ccc(S(=O)(=O)n2ccnc2C)cc1
 : 111, -1, 153*, 106, 4, 110, 108, 2
O=C(CCC1COc2ccccc2O1)NCc1ccccc1 (configuration not stated)
 : 108, 0, 114, 106, 3, 110, 104, 12
O=[N+]([O-])c1cccc(C2=NCCS2)c1
 : 90, 1, 91, 83, -1, 97, 89, -4
O=S(=O)(c1ccc(-c2ccccc2)cc1)N1CCCC1
 : 105, 0, 98, 112, -10, 97, 96, -1
CCN(CC)CCN(C(=O)C1=COCCO1)c1nc2cc3c(cc2s1)OCO3
 : 106, 9, 107, 101, 0, 98, 99, 0
CCOc1ccc(Nc2nc(Cc3nnc(SCC(=O)c4ccc(C)cc4)o3)cs2)cc1
 : 94, 1, 87, 96, 10, 89, 90, -9
O=C(NCN1CCc2ccccc2C1)c1cnccn1
 : 100, 12, 100, 102, 1, 98, 105, -1
CCN(CCNC(=O)c1cc(C)nn1-c1ccccc1)c1ccccc1
 : 105, -1, 96, 97, 7, 98, 95, -5
Cc1cccc(N2C(=O)CC(N3CCN(c4cccc(C(F)(F)F)c4)CC3)C2=O)c1 (configuration not stated)
 : 110, -2, 109, 98, -6, 106, /, 7
Cc1ccc(C(=O)NCC(=O)OCC(=O)Nc2cccc(S(=O)(=O)N3CCCC3)c2)cc1C
 : 95, 1, 100, 91, 8, 95, 104, 0
CC1CCCC(NS(=O)(=O)c2ccc3c(c2)OCCO3)C1C (configuration not stated)
 : 96, 2, 103, 113, 2, 110, 100, 8
CCSc1ccccc1C(=O)Nc1nncs1
 : 103, 14, 101, 100, -1, 103, 110, 4
CCOC(=O)C(C)c1c(C)[nH]c(=S)[nH]c1=O (configuration not stated)
 : 112, 1, 106, 106, -3, 104, 114, -2
COC(=O)CN(c1ccc2c(c1)OCO2)S(C)(=O)=O
 : 98, 0, 101, 95, 1, 101, /, -12
Cc1cc(=O)oc2cc(OCC(=O)NCCCN3CCOCC3)c(Cl)cc12
 : 92, 1, 99, 93, -2, 97, 101, 2
CCN(CC)CCC(=O)N1c2ccccc2CCc2ccc(NC(=O)OC(C)C)cc21
 : 102, /, 106, 98, /, 103, 102, /
CCOCC(=O)Nc1nnc(COc2ccc(Cl)cc2)s1
 : 98, 1, 95, 108, -6, 98, 97, -12
Cc1cc(C)cc(C(=O)NC(=S)Nc2ccc3c(c2)OCCO3)c1
 : 98, 16, 95, 102, 1, 98, 95, -1
O=C(NC1CCCCC1)c1ccc2snnc2c1
 : 364*[may fluoresce violet], 3, ?, 79[may fluoresce violet], 2, 37*[may fluoresce violet], ?, -1

# A run of entries from the list above, as a working copy:
# Values run as follows: MEP2 TOR yeast, AHR activator, AGP1 TOR yeast, LAP4-GFP MLPCN, procasp3 activ, RPL19A TOR yeast, CIT2 TOR yeast, procasp7 counter
COc1cc(OC)c(C(=O)OCC(=O)Nc2ccc(S(=O)(=O)N3CCOCC3)cc2)cc1OC
 : 107, -2, 95, 91, -2, 97, 105, 4
N#CC1(c2ccccc2)CCCN1C(=O)c1ccccc1Cl (configuration not stated)
 : 104, 1, 99, 106, -1, 102, 97, 0
O=c1c(-c2c(O)cc(O)c3c(=O)cc(-c4ccc(O)cc4)oc23)c(-c2ccc(O)cc2)oc2cc(O)cc(O)c12
 : 103, 0, 106, 103, 1, 101, 95, -4
CCOc1ccc(S(=O)(=O)n2ccnc2C)cc1
 : 111, -1, 153*, 106, 4, 110, 108, 2
O=C(CCC1COc2ccccc2O1)NCc1ccccc1 (configuration not stated)
 : 108, 0, 114, 106, 3, 110, 104, 12
O=[N+]([O-])c1cccc(C2=NCCS2)c1
 : 90, 1, 91, 83, -1, 97, 89, -4
O=S(=O)(c1ccc(-c2ccccc2)cc1)N1CCCC1
 : 105, 0, 98, 112, -10, 97, 96, -1
